# FBW7 activator: activators of human E3 ligase FBW7; AlphaScreen FBW7–phospho-cyclin E peptide binding, activator screen; Q969H0; AID 1259310; normalized activity (activation), % at 26.1 µM; 650,000 compounds, 0.13% hits; in the data active = normalized activity above about 1.9%;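 also: purified mutant Fbw7 with reduced substrate affinity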
# MITF inh: blocks human microphthalmia-associated transcription factor; AlphaScreen MITF homodimerization, bead proximity signal; inhibition, % at 2.6 µM; 650,000 compounds, 0.91% hits; AID 1259374; in the data active = inhibition above about 50%;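 also: 0% = vehicle wells with protein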
# Target sequence (O75030 whole entry, looked up): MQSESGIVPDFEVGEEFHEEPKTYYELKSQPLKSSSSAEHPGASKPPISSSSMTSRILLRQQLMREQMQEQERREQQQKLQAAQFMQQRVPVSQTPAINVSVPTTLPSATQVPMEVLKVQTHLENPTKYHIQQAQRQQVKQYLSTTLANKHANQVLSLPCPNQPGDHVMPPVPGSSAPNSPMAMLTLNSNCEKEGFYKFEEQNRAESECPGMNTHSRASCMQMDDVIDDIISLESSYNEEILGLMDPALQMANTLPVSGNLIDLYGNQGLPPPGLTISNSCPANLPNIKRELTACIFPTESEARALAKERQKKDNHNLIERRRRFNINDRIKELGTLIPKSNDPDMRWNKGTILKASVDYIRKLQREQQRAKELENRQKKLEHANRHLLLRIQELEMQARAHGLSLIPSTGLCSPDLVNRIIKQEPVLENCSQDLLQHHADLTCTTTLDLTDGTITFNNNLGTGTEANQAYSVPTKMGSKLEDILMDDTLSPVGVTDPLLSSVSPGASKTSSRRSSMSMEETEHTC
# GPR151 ag: activators of human GPR151. AID 1508602. activation, % at 11.2 µM. 650,000 compounds, 1% hits. PathHunter beta-arrestin GPR151 cells, luminescence. Q8TDV0; in the data active = activation above about 4.9%;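 also: 0% = median of compound wells and 100% = cells with positive control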
# Target sequence (Q8TDV0 whole entry, looked up): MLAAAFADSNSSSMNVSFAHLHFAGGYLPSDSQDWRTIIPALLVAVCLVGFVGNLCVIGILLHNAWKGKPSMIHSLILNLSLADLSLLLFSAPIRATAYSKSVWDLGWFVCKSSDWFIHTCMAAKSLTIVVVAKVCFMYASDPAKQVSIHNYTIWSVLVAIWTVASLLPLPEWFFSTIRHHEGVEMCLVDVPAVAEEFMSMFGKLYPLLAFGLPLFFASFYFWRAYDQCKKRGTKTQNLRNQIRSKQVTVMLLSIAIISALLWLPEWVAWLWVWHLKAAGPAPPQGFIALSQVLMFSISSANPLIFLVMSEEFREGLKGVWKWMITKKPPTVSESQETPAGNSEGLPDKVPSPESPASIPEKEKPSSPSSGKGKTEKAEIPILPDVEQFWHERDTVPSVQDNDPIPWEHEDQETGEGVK
# TEAD-YAP inh: TEAD-YAP interaction inhibition; inhibition, % at 9.12 µM; 640,000 compounds, 1.4% hits; AID 1259422; HEK-TIYL cells, TEAD-Gal4/YAP UAS-luciferase luminescence; in the data active = inhibition above about 32%;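 also: 0% = median of test compound wells and 100% = reference inhibitor wells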
# * = called active by the depositor; . = no result given.
mol	FBW7 activator	TEAD-YAP inh	MITF inh	GPR151 ag
CCOC(=O)c1cnc2c(-c3ccccc3)c(-c3ccccc3)nn2c1N	-0.3	0	-1	0.9
CSCCC(NC(=O)c1ccccc1NC(=O)c1ccc(-c2ccccc2)cc1)C(=O)O (stereo not drawn)	0.0	-14	14	-0.9
O=C(Nc1ccc(F)cc1)N1CCC2(CC1)OCc1ccccc1O2	-0.1	-2	-9	-1.0
O=C1NC2(CCN(Cc3cccs3)CC2)Nc2ccccc21	0.1	0	4	2.5
CCc1cccc(C)c1NC(=S)N(Cc1ccccc1)Cc1cccnc1	0.1	-5	12	2.3
C=CCn1c(SC(C)C(=O)Nc2ccc(C(N)=O)cc2)nnc1-c1ccc(F)cc1 (stereo not drawn)	0.3	-1	-7	0.7
Cc1nnc(SCc2cc(=O)[nH]c(Nc3nc(C)c4ccccc4n3)n2)s1	0.0	-12	-9	0.0
Cc1ccccc1-n1c(=S)sc2c1nc(SCC(=O)Nc1nccs1)n1c3ccccc3nc21	-0.1	-3	10	-0.7
CN1CCCN(C(=O)CC2(CC(=O)O)CCCCC2)CC1	0.0	3	15	-0.5
COc1ccc(Nc2nc3ccccc3n3cnnc23)cc1OC	-0.4	10	-3	-0.7
Cc1sc2nc(SCc3ccc(Cl)cc3)n(-c3ccccc3)c(=O)c2c1C	-0.1	0	4	-0.3
COC(=O)c1ccc(NC(=O)Cn2cnc3c2c(=O)n(C)c(=O)n3C)cc1	0.0	4	-7	1.3
CCOC(=O)c1c(=O)n(O)c2ccc(OC)cc2[n+]1[O-]	-0.2	5	-4	-1.4
Cc1cc2ccccc2n2c(=O)n(Cc3ccccn3)nc12	0.0	-3	5	-0.1
FC(F)(F)c1ccc(Cn2cnc3c(Nc4ccc5c(c4)OCO5)nc(NC4CCN(Cc5ccccc5)CC4)nc32)cc1	-0.3	15	2	-1.3
O=c1[nH]c(N2CCCCC2)nc2c1CCN(Cc1ccc(O)c(O)c1)C2	-0.4	-10	82*	-0.9
CC(C)CC(=O)N1CCN(CCCc2ccccc2)CC1	0.3	12	52*	-0.1
O=S(=O)(c1ccccc1)N1CCCC(c2nc(-c3cccs3)no2)C1 (stereo not drawn)	0.2	3	7	2.4
Nc1nc(CN2CCCCC2)cs1	-0.2	-4	-7	-0.4
NC(=O)N/N=C1/c2ccccc2-c2c(C(=O)N3CCOCC3)cccc21	0.0	10	-9	1.6
COc1ccccc1OCC(=O)Nc1ccc(S(=O)(=O)N2CCN(C)CC2)cc1	0.0	7	16	0.1
Cc1ccc(S(=O)(=O)Nc2ccc(S(=O)(=O)Nc3ccc(F)cc3)cc2)cc1	0.0	-1	-10	1.7
C=CCNC(=O)c1c(C)c(C(=O)OCC)n(Cc2ccccc2)c1C	1.0	-10	2	-0.1
CC(=O)N1CCN(CCOc2ccc(F)cc2)CC1C(=O)N1CCOCC1 (stereo not drawn)	-0.2	0	5	2.5
N#CC(C#N)=C1C=C2C=C(N3CCN(Cc4ccccc4)CC3)CCC2CC1 (stereo not drawn)	0.2	0	8	-2.1
O=C(COc1ccccc1)Nc1ccccc1Br	0.1	-46	-1	-0.5
C/C(=C(/CCO)SSCC1CCCO1)N(C=O)Cc1cnc(C)nc1N (stereo not drawn)	0.0	.	1	0.6
Cc1noc(C2CN(Cc3cccc4ccccc34)C2)n1	-0.2	-13	3	-0.5
CN(C)c1ccc(/C=C(/NC(=O)c2ccccc2)C(=O)NCC(=O)O)cc1	0.1	-7	-4	0.4
COc1ccc(C(=O)N2CCN(c3ccc([N+](=O)[O-])c(-n4nc(C)cc4C)c3)CC2)cc1	0.0	7	24	-0.9

# New compounds follow:
mol	FBW7 activator	TEAD-YAP inh	MITF inh	GPR151 ag
O=C(CNS(=O)(=O)c1cccc(C(F)(F)F)c1)NC1CCCCCC1	0.1	4	-11	0.1
COc1ccc(CNC(=O)C(=O)NC2CCCC2)cc1	-0.2	-36	2	0.1
COc1ccc(-c2nnc3sc(NC(=O)c4cccs4)nn23)cc1OC	0.0	-1	-11	-1.3
Cc1ccc(C(=O)N2CCN(c3ccccc3[N+](=O)[O-])CC2)cc1	-0.2	-3	2	-0.1
CCCNc1nc(-c2ccc(OC)nc2)nc2c1ncn2-c1ccccc1	0.0	33*	7	-0.4
Cc1cc([N+](=O)[O-])ccc1-n1c(C)cc(C=C2C(=O)NC(=S)NC2=O)c1C	-0.2	-5	30	-1.3
O=C(N/N=C\c1cccc(O)c1)c1ccccn1	-0.2	74*	-6	-6.7
O=C(Cn1cnc2sc3c(c2c1=O)CCCC3)NCCCC(=O)Nc1ccc(F)c(Cl)c1	0.0	3	-2	-1.3
CCN1C(=O)N(CC)C2NC(=S)NNC21 (stereo not drawn)	0.3	82*	7	1.6
COc1cc(Nc2ncnc3nc(NCCCN4CCCC4=O)[nH]c23)cc(OC)c1OC	0.0	-7	5	-0.2
CS(=O)(=O)Nc1ccccc1C(=O)Nc1ccc(CC#N)cc1	0.0	8	5	0.3
COc1cc2nc(N3CCOCC3)nc(Nc3ccccc3)c2cc1OC	-0.1	1	-6	-0.5
COc1ccc(NC(=O)C2CC(=O)NC(Nc3cccc(C)c3)=N2)cc1 (stereo not drawn)	0.0	-8	7	1.3
CC(C)N1CCC(N2CCN(Cc3ccc(C(F)(F)F)cc3)CC2CCO)CC1 (stereo not drawn)	-0.1	-4	-1	0.4
CCN1CCN(C(=O)Cn2cnc3sc4c(c3c2=O)CCCC4)CC1	-0.1	5	0	2.9
CN(C)c1ccc(C2(O)C(=O)c3ccccc3C2=O)cc1	-0.1	-1	-2	-1.9
COc1cc(Cl)c(S(=O)(=O)Nc2ccc3cn[nH]c3c2)cc1Cl	0.1	3	18	1.4
FC(F)(F)C1=CC(c2ccc(Br)cc2)=NCCN1	-0.1	1	1	-0.1
CC(C)c1nc(N2CCOCC2)c2nnn(Cc3ccccc3)c2n1	0.3	2	2	0.3
CC(C)Cn1c(=O)[nH]c2nc(-c3ccccc3CO)cnc21	0.0	2	19	0.2
COc1cc(C(=S)N2CCCC2)cc(OC)c1OC	0.4	8	14	3.0
Cc1ccc(-c2nc3ccccn3c2Nc2ccc3c(c2)OCO3)o1	-0.1	-9	2	1.7
Nc1nnc(SC2CCCC2)s1	-0.1	-14	-4	2.2
N[C@H](CCC(=O)NCC(=O)O)C(=O)O	0.2	.	8	-0.8
CCN=C1SC(CC(=O)NCCc2ccc(OC)c(OC)c2)C(=O)N1CC (stereo not drawn)	0.0	-2	-15	-0.6
CC1=C(C(=O)N2CCc3ccc(NC(=O)C4CCCO4)cc3C2)OCCO1 (stereo not drawn)	0.3	0	7	-1.0
CCn1c(SCc2ccc(Cl)c(Cl)c2)nnc1-c1c(C)nc2sccn12	-0.1	-2	2	-0.5
CCc1ccc(C(Nc2ccccn2)c2ccc3cccnc3c2O)cc1 (stereo not drawn)	-1.1	84*	28	0.7
C/C(=N/Nc1nnc(Nc2ccccc2Cl)s1)c1ccccn1	-0.4	21	30	-2.9
COc1cccc(CCNC(=O)c2cn(C(C)C)cc(C(=O)N3CCC(C)CC3)c2=O)c1	0.0	-1	-1	-0.7

# One compound at a time, from the list above.
# CN(C)c1ccc(C2(O)C(=O)c3ccccc3C2=O)cc1 across the screens: FBW7 activator = -0.1; TEAD-YAP inh = -1; MITF inh = -2; GPR151 ag = -1.9
# CCCNc1nc(-c2ccc(OC)nc2)nc2c1ncn2-c1ccccc1 across the screens: FBW7 activator = 0.0; TEAD-YAP inh = 33*; MITF inh = 7; GPR151 ag = -0.4
# COc1ccc(CNC(=O)C(=O)NC2CCCC2)cc1 across the screens: FBW7 activator = -0.2; TEAD-YAP inh = -36; MITF inh = 2; GPR151 ag = 0.1

# More compounds follow.
mol	FBW7 activator	TEAD-YAP inh	MITF inh	GPR151 ag
O=C(Nc1cccc(Br)c1)c1ccc(C(F)(F)F)cc1	0.2	-24	14	1.1
COc1ccc(-c2nc(Nc3ccc(NC(C)=O)cc3)c3ncn(CCN4CCCC4=O)c3n2)cc1	-0.1	-6	5	-1.8
COC(F)(C(=O)Nc1cc([N+](=O)[O-])cc([N+](=O)[O-])c1C)C(F)(F)F (stereo not drawn)	0.1	9	9	-0.5
COc1ccc(CN2CCCN(C)CC2)c(C)c1C	0.1	-1	30	-0.2
O=C(Cc1cn(-c2ccc(N3CCC(N4CCOCC4)CC3)nn2)c2ccccc12)NCCc1ccc(O)cc1	-0.2	-15	0	-0.1
COc1ccc(-c2nc(Nc3ccccc3)c3ncn(C4CCCCC4)c3n2)cn1	0.0	-2	4	-0.6
O=C(NC1CCN(Cc2ccccc2)CC1)c1ccc(Cn2nnc3ccccc3c2=O)cc1	0.0	35*	4	-1.5
COc1ccc(S(=O)(=O)NCC(c2ccco2)N2CCOCC2)cc1C (stereo not drawn)	-0.1	-11	1	4.0
CCOc1ccc(C(F)(F)F)cc1NC(=O)c1ccc(Cl)cc1	0.3	2	7	-1.2
CN(CCc1ccccn1)CC(=O)N1CCCc2ccccc21	-0.1	-4	50	-0.5
COc1ccc(-c2cc3nc(C)c(C)c(N4CCN(C(C)=O)CC4)n3n2)cc1OC	-0.2	-24	3	2.6
CCOCCCNC(=O)C(NC(=O)CNC(C)=O)c1ccc(Cl)cc1 (stereo not drawn)	-0.1	4	-6	-0.1
COCc1ccc(-c2nccnc2NS(=O)(=O)c2ccc(C(C)(C)C)cc2)cc1	-0.2	5	11	0.3
COc1ccc(Oc2cc(Nc3ccc(F)cc3C(N)=O)c(Cl)cn2)cc1	0.1	2	7	-0.4
COc1cccc(/C=C2\Sc3ccc(C(=O)NC4CCCC4)cc3N(C)C2=O)c1	0.1	-2	-1	-0.7
CCOc1cn2c(cc1=O)C(=O)N(CCNC(=O)c1ccc(C)cc1)CC2	-0.1	4	-2	2.4
COC(=O)c1ccccc1NC(=O)CSc1nc2ccsc2c(=O)n1CCC(C)C	0.0	-6	0	-0.7
CC(=O)c1ccccc1NC(=O)COC(=O)CC1CCCCC1	0.1	2	3	-2.0
Cn1c(=O)[nH]c(=O)c2[nH]c(CN3CCN(c4ccccc4F)CC3)nc21	0.1	3	18	0.7
O=C(Nc1ccc(C23CC4CC(CC(C4)C2)C3)cc1)c1cc([N+](=O)[O-])ccc1Cl	0.0	30	12	-0.2
COC(=O)CC1=NN(c2ccc(OC)cc2)C(=O)/C1=C\c1ccc(Cl)cc1	0.3	8	8	1.2
COc1ccc2[nH]c(=O)c(CN(c3ccc(C)c(C)c3)S(C)(=O)=O)cc2c1	0.1	8	-14	-0.2
CC(C)N(C(=O)Cn1nc2c3ccccc3nc(Cc3ccccc3)n2c1=O)C(C)C	-0.4	-4	9	-1.0
O=C(CSc1nnc2ncccn12)NCc1ccc2c(c1)OCO2	0.0	-4	2	-0.5
Cc1cc(C)n(CC(O)COc2ccccc2C)n1 (stereo not drawn)	0.0	-6	-1	-0.9
OCCNc1nc2nonc2nc1Nc1ccccc1	-0.3	11	-8	-0.7
CC(C)NC(=O)COC(=O)c1ccc(O)cc1	0.2	1	-2	2.3
CCc1nn2c(=O)c(S(=O)(=O)N3CCN(C(=O)c4ccco4)CC3)c(C)nc2s1	0.0	7	3	0.3
COc1ccccc1CNn1c(-c2cccs2)nc2ccccc2c1=O	0.1	6	6	0.1
Cc1cc(C)cc(OCC(=O)Nc2ccc(S(=O)(=O)Nc3ncccn3)cc2)c1	-0.2	8	-4	0.3

# (continued)
mol	FBW7 activator	TEAD-YAP inh	MITF inh	GPR151 ag
COc1cc(-c2cnc3[nH]c(=O)n([C@@H](C)c4ccccc4)c3n2)cc(OC)c1OC	-0.5	-17	-6	0.5
Cc1cccc(NC(=S)N(C)N)c1C	-0.1	3	5	0.7
CC1CCCCC1NC(=O)C(=O)Nc1cccc(C(F)(F)F)c1 (stereo not drawn)	-0.1	-8	4	-0.6
CCN(C(=O)CN(C)S(=O)(=O)c1ccc2c(c1)n(C)c(=O)c(=O)n2C)c1ccccc1	-0.7	-33	5	1.4
CCN(CC)c1nc(NCCCN2CCCC2=O)nc(N2CCC(N3CCOCC3)CC2)n1	0.2	15	3	-0.8
COc1c(C(=O)Nc2ccc3c(c2)C(=O)N(C)C3=O)cc2ccccc2c1Br	-0.1	-2	15	-0.1
O=C(CCc1nc2cccnc2n1-c1ccccc1)NCc1ccc2c(c1)OCO2	-0.1	-1	3	-1.3
CS(=O)(=O)N(Cc1nc2sc3c(c2c(=O)[nH]1)CCCC3)C1CCCCC1	0.0	-5	13	-0.6
O=C(CSc1nc2ccccc2[nH]1)Nc1ccccc1N1CCOCC1	0.1	-5	5	0.8
CN(C)CCNc1ccnc2c(-c3ccccc3)cnn12	0.2	-8	-8	-0.3
O=C(CN1CCCC1)NC(c1ccccc1)c1ccccc1	0.1	-1	59*	-0.7

# Three entries out of the list, ordered by length of the SMILES, descending.
mol	FBW7 activator	TEAD-YAP inh	MITF inh	GPR151 ag
COc1cc(Cl)c(S(=O)(=O)Nc2ccc3cn[nH]c3c2)cc1Cl	0.1	3	18	1.4
O=C(Nc1cccc(Br)c1)c1ccc(C(F)(F)F)cc1	0.2	-24	14	1.1
CC(C)CC(=O)N1CCN(CCCc2ccccc2)CC1	0.3	12	52*	-0.1

# Bioassay records from PubChem BioAssay.
